# PvdQ acylase – blocks Pseudomonas aeruginosa PvdQ acylase activity; purified PvdQ acylase, fluorescence plate reader; inhibition, % at 10 µM; 340,000 compounds, 0.063% hits; in the data active = inhibition above about 30%, passing the limit was not always enough;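 also: 0% = vehicle neutral wells and 100% = reference inhibitor wells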
# Keap1 Nrf2 FP – inhibitors of human Keap1-Nrf2 protein-protein interaction. Keap1 Kelch-Nrf2 peptide fluorescence polarization, 1536-well. 340,000 compounds, 0.15% hits. inhibition, % at 9.4 µM; in the data active = inhibition above about 12%;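 also: human Keap1 Kelch domain with fluorescein labeled Nrf2 9mer peptide probe; 0% = neutral control wells and 100% = peptide positive control; higher means more block of Keap1 binding to Nrf2 peptide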
# Target sequence (Q14145 whole entry, looked up, the tested form may be a part): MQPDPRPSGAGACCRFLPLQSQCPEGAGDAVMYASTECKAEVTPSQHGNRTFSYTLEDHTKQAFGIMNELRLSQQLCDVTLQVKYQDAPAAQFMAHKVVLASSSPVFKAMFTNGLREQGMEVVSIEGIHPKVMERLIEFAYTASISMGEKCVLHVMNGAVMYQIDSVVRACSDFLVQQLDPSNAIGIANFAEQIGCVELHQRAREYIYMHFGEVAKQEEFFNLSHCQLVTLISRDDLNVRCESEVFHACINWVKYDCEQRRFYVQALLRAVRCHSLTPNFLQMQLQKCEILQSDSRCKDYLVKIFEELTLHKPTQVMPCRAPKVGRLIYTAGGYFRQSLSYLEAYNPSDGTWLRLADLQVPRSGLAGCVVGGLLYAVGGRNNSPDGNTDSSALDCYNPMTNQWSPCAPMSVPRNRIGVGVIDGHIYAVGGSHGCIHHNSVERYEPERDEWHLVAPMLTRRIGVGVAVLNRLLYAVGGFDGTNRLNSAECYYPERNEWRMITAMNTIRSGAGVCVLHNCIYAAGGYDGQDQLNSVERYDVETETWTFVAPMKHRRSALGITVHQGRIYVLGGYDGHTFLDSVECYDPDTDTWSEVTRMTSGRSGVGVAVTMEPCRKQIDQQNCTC
# SR-BI HDL uptake – mouse SR-BI HDL lipid transfer inhibition | inhibition, % at 12.5 µM | 320,000 compounds, 0.96% hits | Q61009 | ldlA[mSR-BI] CHO cells, DiI-HDL uptake fluorescence, 3 h;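 active = mean replicate inhibition of at least 70% and a set share of replicates each scoring 70 or more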;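 also: 0% = median of neutral control wells and 100% = median of positive control wells; values of inactives mirror those of a sister screen read the other way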
# DAGLB inh – diacylglycerol lipase beta (human) inhibition; 340,000 compounds, 0.059% hits; Q8NCG7; inhibition, % at 5.17 µM; HEK293T DAGLB membrane lysate, EnzChek fluorogenic substrate; AID 504411; in the data active = inhibition above about 34%;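 also: 0% = enzyme with vehicle and 100% = wells lacking enzyme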
# C-LANA FP – KSHV C-LANA DNA binding inhibition | MBP-C-LANA/FAM-LBS DNA binding, fluorescence polarization | inhibition, % at 9 µM | 340,000 compounds, 0.078% hits;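 active = highest replicate inhibition at or above 60% at 9 µM, even if other replicates fall short; inactive = all replicates below 60% inhibition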;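 also: 0% = neutral control wells and 100% = 4 µM acridine orange control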
# PKA-R2B activ – activates the human PKA-R2B holoenzyme complex; PKA-R2B holoenzyme dissociation, Cy5-IP20 fluorescence polarization; R2B truncated from residue 108, S112A mutant; 0% DMSO only, 100% 113 µM cGMP; activation, % at 11.4 µM; 340,000 compounds, 0.079% hits; AID 504700; P22694+P31323;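 active = activation above a cutoff set at the mean over all compounds plus 3 SD, cut at about 18% in these data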;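 also: higher means more holoenzyme dissociation and a rise in polarization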
# Target sequence (P31323 whole entry, looked up, other chains not shown, the tested form may be a part): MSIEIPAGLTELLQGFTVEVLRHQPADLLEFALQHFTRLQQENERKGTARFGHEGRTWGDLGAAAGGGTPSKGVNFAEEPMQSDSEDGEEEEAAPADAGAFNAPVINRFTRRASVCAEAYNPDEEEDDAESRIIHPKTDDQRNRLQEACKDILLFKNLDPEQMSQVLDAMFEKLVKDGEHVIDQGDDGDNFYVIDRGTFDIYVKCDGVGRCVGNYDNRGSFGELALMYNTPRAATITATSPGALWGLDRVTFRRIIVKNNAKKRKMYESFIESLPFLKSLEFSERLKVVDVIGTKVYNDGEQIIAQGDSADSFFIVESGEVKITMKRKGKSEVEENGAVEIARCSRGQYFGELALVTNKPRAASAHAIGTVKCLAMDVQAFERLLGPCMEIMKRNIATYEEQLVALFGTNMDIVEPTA
# NSD2 inh – inhibitors of human histone methyltransferase NSD2; O96028; NSD2 peptide methylation, AlphaScreen, 120 min; inhibition, % at 12.5 µM; 310,000 compounds, 0.54% hits; AID 743445; in the data active = inhibition above about 50%
# Arrestin-AP2 inh – human beta-arrestin and AP2 interaction inhibition | inhibition, % at 10 µM | FITC-arrestin peptide / GST-AP2 beads, flow cytometry; AP2 beta2 appendage carries R879A mutation | AID 504490 | 340,000 compounds, 0.31% hits;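 active = inhibition above a set limit, near 3 SD of compounds lacking own fluorescence, cut at about 54% in these data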;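 also: plate controls were DMSO wells for no effect and 5 µM unlabelled arrestin peptide for full effect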
#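 system = GST-tagged AP2 beta2-adaptin appendage (R879A) on 4 µm glutathione beads | reagent = FITC-labelled arrestin peptide probe, 50 nM final | schedule = compound with beads 12 min RT, then probe 1 h RT | signal = HyperCyt-sampled flow cytometry, FL1 channel, ex 488/em 535 nm | read-out = percent response from loss of bead-bound FITC fluorescence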
# RTF Ca sens inh – cardiac RTF calcium desensitization. P19429+P45379. IANBD-labeled cardiac RTF, Ca2+ fluorescence. inhibition, % at 7.15 µM. 340,000 compounds, 0.12% hits. AID 493244;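 active = inhibition above the mean inhibition of all tested compounds plus 3 SD, cut at about 17% in these data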;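 also: assay run at fixed EC70 calcium of 1.6 mM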
# SR-BI uptake up – activators of SR-BI mediated HDL lipid uptake; activation, % at 12.5 µM; 320,000 compounds, 0.096% hits; CHO ldlA[mSR-BI] cells, DiI-HDL uptake fluorescence, 3 h; 100 = double the neutral-control signal; AID 504775;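 active = mean replicate activation of at least 60% and every replicate at or above 60%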;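 also: 0% = median plate neutral-control signal and 100% = twice that signal; values of inactives mirror those of a sister screen read the other way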
#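 Assay system: CHO ldlA[mSR-BI] cells, LDL receptor-null, SR-BI overexpressing; medium: Ham's F12 with 0.5% BSA, HEPES 25 mM, pH 7.4; also added: DiI-HDL 10 µg/mL; timing: 3 h uptake period with compound, 37 °C; signal: DiI fluorescence, bottom read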
# * = called active by the depositor; x = no result given.
Compound	PvdQ acylase	Keap1 Nrf2 FP	SR-BI HDL uptake	DAGLB inh	C-LANA FP	PKA-R2B activ	NSD2 inh	Arrestin-AP2 inh	RTF Ca sens inh	SR-BI uptake up
CCOc1ccccc1-n1nnnc1SCC(=O)NC(=O)Nc1ccc2c(c1)OCCO2	-8.7	-6.9	1.4	-1.6	0.5	-4.4	-1.5	-11.8	6.4	-1.4
O=C(CSc1ncnc2sc3c(c12)CCCC3)c1ccco1	6.2	0.9	0.5	-9.8	1.8	0.5	0.7	14.9	-8.8	-0.5
O=c1[nH]c(Nc2ccc3c(c2)OCCO3)nnc1Cc1ccccc1	-8.7	-0.4	0.0	0.4	-0.2	-4.8	-4.5	-1.4	0.5	0.0
CSc1ccc(C(=O)C2CCCN(C(=O)Cn3cnnn3)C2)cc1 (configuration not stated)	-13.1	5.7	-0.2	2.1	1.8	-5.1	3.1	1.8	1.1	0.2
Cc1ccc(S(=O)(=O)C(C#N)c2nc3ccccc3nc2N2CCN(C)CC2)cc1C (configuration not stated)	9.7	-5.6	-2.9	-1.4	-1.6	1.2	x	15.1	-5.5	2.9
COc1ccc(S(=O)(=O)N(C)C[C@H]2Oc3ccc(NS(=O)(=O)c4cccs4)cc3C(=O)N([C@H](C)CO)C[C@@H]2C)cc1	-1.4	0.9	2.7	-0.9	-1.1	8.7	x	14.5	-6.2	-2.7
CCOc1cc(C(=O)NC)cc(Br)c1OC	-5.0	-0.3	x	-3.4	1.4	-3.3	-3.9	-1.2	-1.2	x
COCCn1c(SCC(=O)Nc2cc(C)on2)nc2c(c1=O)SCC2	-4.6	4.5	-25.7	-2.5	0.8	-10.9	x	-9.4	-4.9	x
CCOC(=O)/C=C1/SCC(=O)N1CC(=O)c1ccc[nH]1	-16.3	-0.8	-8.9	-1.1	2.8	-5.8	-1.5	4.5	-12.6	8.9
CCC(C)(C)NC(=O)C(c1ccc(OC)cc1)N(C(=O)CCC(=O)Nc1cc(C)on1)c1ccc(OC)cc1OC (configuration not stated)	-8.6	5.2	x	-0.1	1.0	-4.3	8.8	-11.4	-6.4	x
CCN(CC)C(=O)CSc1ccc(C(F)(F)F)cc1[N+](=O)[O-]	12.4	-5.4	2.5	2.8	-1.3	-2.8	18.8	29.4	5.5	-2.5
COC(=O)c1sccc1NC(=S)N1CCN(c2cccc(C)c2C)CC1	-6.9	-5.9	-26.8	-30.5	0.0	-2.9	-2.4	2.3	-0.8	26.8
Cc1ccc(S(=O)(=O)N2CCN(c3cnn(C)c(=O)c3Cl)CC2)cc1	7.6	3.4	-23.5	2.7	-0.8	-4.3	-4.6	-8.8	10.6	23.5
C/C=C\C=C\C(=O)N1CC2(CC(c3cccc(NC(=O)/C(C)=C\C)c3)=NO2)C[C@H]1C(N)=O (some centres not stated)	-3.1	-13.9	0.2	-4.3	-1.9	1.9	x	28.8	2.8	-0.2
O=C(COC(=O)Cc1ccsc1)Nc1cccc(F)c1	-8.3	0.7	-18.9	-2.6	0.5	-4.7	37.1	-6.0	-6.5	18.9
CCN(CC)S(=O)(=O)c1cccc(NC(=O)CN2C(=O)c3ccc([N+](=O)[O-])cc3C2=O)c1	3.0	-2.6	-0.8	0.5	0.7	-2.6	5.9	2.1	6.7	0.8
CN(C)C(=O)C(Sc1ccc(S(=O)(=O)N2CCCC2)cn1)c1ccccc1 (configuration not stated)	-7.0	-0.6	-9.9	-1.9	-0.7	7.5	-3.1	-3.8	-20.4	9.9
O=C(C1CCCCC1)N1CCN(S(=O)(=O)c2cccc([N+](=O)[O-])c2)CC1	-11.3	-0.2	-2.6	0.0	0.0	-1.7	1.8	4.1	-4.0	2.6
CCC(=O)c1ccc(OCc2ccc(C(=O)OC)cc2)c(OC)c1	7.5	-0.8	50.4	-1.4	2.2	-2.8	-0.2	-3.1	-0.6	-50.4
Cc1ccc(NS(=O)(=O)c2ccc(NC(=O)c3ccc(-c4ccccc4)cc3)cc2)c(C)c1	-15.4	2.1	32.4	13.1	0.5	4.7	-3.5	7.0	-4.6	-32.4
CN(C(=O)CCc1ccccc1F)C1CCCN(Cc2ccccc2F)C1 (configuration not stated)	-10.1	-1.5	1.4	-2.7	1.0	7.7	0.6	12.2	-5.8	-1.4
CCOC(=O)c1c(N2CCN(c3ccccc3)CC2)cc(C)nc1C	-1.3	2.4	-7.1	-2.5	3.0	-4.8	-1.8	23.6	0.2	7.1
COC(=O)c1ccc(CNC(=O)C2CCC(=O)N(CCCc3ccccc3)C2)cc1 (configuration not stated)	3.6	0.6	-17.1	-0.3	-0.5	-2.3	2.7	7.4	-0.3	17.1
Nc1nc(N)nc(-c2ccccc2O)n1	1.4	-3.6	-8.1	0.2	-2.7	-3.8	-2.4	18.1	-13.9	8.2
Cc1ccccc1NC(=O)NCCc1nc2ccccc2[nH]1	-10.4	-3.4	-1.3	-1.8	1.2	-0.6	14.8	-7.3	4.3	1.2
O=C(O)C1C2C=CC(C2)C1C(=O)Nc1ccc(C(=O)N2CCCCC2)cc1 (configuration not stated)	4.0	0.7	17.7	2.8	-0.7	-3.3	3.2	13.4	0.8	-17.7
Cc1cnc(NC(=O)CN2C(=O)C3CC=CCC3C2=O)s1 (configuration not stated)	7.6	-0.9	6.0	-1.6	-1.0	-8.4	-6.4	11.4	-3.2	-6.0
O=[N+]([O-])c1cc(Br)cc(/C=N/n2cnnc2)c1O	3.0	-3.6	-4.9	18.3	1.3	-5.3	x	8.2	2.1	4.9
Cc1nnc(SCc2ccc([N+](=O)[O-])cc2)o1	-4.7	3.2	-10.1	0.2	0.2	3.1	-0.5	32.2	6.1	10.1
CC(NC(=O)COc1ccc(Oc2ccccc2)cc1)C(=O)O (configuration not stated)	-1.3	3.5	-2.8	-2.2	-1.7	-8.0	-0.1	19.0	-2.5	2.8
O=C(CSc1ncnc2ccccc12)NCCc1ccccc1	-20.2	1.5	-10.9	-3.1	-0.6	-3.9	-2.3	-1.6	-1.9	10.9
COc1cccc(-c2cc(C(=O)Nc3cc(C)n(Cc4ccc(Cl)cc4)n3)no2)c1	-2.1	0.6	67.7	-3.4	-0.3	5.1	-1.5	3.8	2.6	-67.7
CN(C)S(=O)(=O)c1ccc(C(=O)NCC(C)(C)CN=C2NS(=O)(=O)c3ccccc32)cc1	-13.2	-8.3	x	-2.0	-0.9	-6.9	-3.9	-10.4	-15.3	x
COc1cccc(C2=CC(c3ccccc3)n3nnnc3N2)c1 (configuration not stated)	-13.8	-2.3	-1.3	-4.1	2.9	-5.0	-3.2	7.2	-14.6	1.3
Cc1cc(N/N=C/c2cccc(Br)c2)nc2ccccc12	7.1	-0.3	1.2	-2.6	-0.3	2.7	-1.9	56.7*	9.4	-1.2
COc1ccccc1N1CCN(C(=O)CSc2nc3ccccc3nc2N2CCCCC2)CC1	-10.0	-8.4	-14.7	-6.8	-0.1	-18.8	x	0.6	3.5	14.7
COc1ccc(-c2nc(CN3CCN(C(=O)c4ccco4)CC3)c(C)o2)c(F)c1	-19.8	-1.4	41.6	-1.4	-0.4	-5.0	3.1	-12.8	-8.2	-41.6
COC(=O)C1=C(C)N(c2cc(C)cc(C)c2)/C(=C/c2ccco2)C1=O	13.8	5.3	61.2	0.3	2.4	-1.8	25.9	1.7	-11.6	-61.2
Cn1c(=O)c2c(nc(NCc3cccnc3)n2Cc2cccc(C(F)(F)F)c2)n(C)c1=O	-14.0	-3.3	5.0	0.1	-0.2	-3.9	1.6	-10.8	-5.8	-5.0
Cn1c(Sc2ccc(Br)cc2)c(C=O)c2ccccc21	7.1	-4.0	9.6	0.0	-0.6	-7.5	0.1	1.2	-3.8	-9.6
C=CCC[C@@H](Cc1ccc(F)cc1)C(=O)OC[C@@H](Cc1c[nH]c2ccccc12)NC(=O)[C@@H](CC=C)CC(=O)N(CCO)Cc1ccccc1	-7.6	-4.8	24.2	-0.2	-0.8	-17.2	x	-6.0	-9.8	-24.2
C1=CC(c2cc3ccccc3o2)OC(CCc2ccccc2)C1 (configuration not stated)	-11.0	-0.1	8.6	-13.8	3.3	-4.4	x	14.6	-10.6	-8.6
N/C(=N\OC(=O)c1ccc2c(c1)OCO2)c1cccc([N+](=O)[O-])c1	-1.6	1.7	-10.2	-2.3	0.5	3.5	3.7	2.6	3.3	10.2
Cc1ccc2c(c1)N(CC(=O)NCCc1ccc(Cl)cc1)C(=O)c1cccnc1O2	2.8	-0.8	6.1	-4.9	0.8	3.4	x	17.6	-1.6	-6.1
CC(C)[C@H](NC(=O)c1ccco1)C(=O)OCC(=O)N1CCc2ccccc21	0.0	2.1	-14.3	-1.1	-0.3	-3.2	-3.8	15.9	1.0	14.3
Cn1c(=O)[nH]c(=O)c2c1nc(N1CCOCC1)n2CCN1CCOCC1	-14.3	-2.6	-22.5	-1.2	1.1	5.0	-1.9	-8.9	-0.3	22.5
CC(C)(C)c1ccc(Cn2ccc(-c3ccc4c(c3)OCO4)n2)cc1	-11.8	-1.9	-11.7	-16.3	-1.4	-3.6	4.3	4.0	-6.9	11.7
Cn1nc(C(=O)OCC(=O)Nc2sccc2C(N)=O)c2ccccc2c1=O	-15.9	-6.2	x	-4.9	1.9	3.1	7.2	4.0	-16.3	x
N#CNC(=Nc1ccc(F)cc1)SCc1ccccc1	6.1	-3.9	-7.2	0.1	-1.0	-9.4	15.3	19.5	10.5	7.2
CC(C(=O)NC(=O)NC1CCCCC1)N1CCN(C(c2ccccc2)c2ccccc2)CC1 (configuration not stated)	7.8	0.0	-41.3	0.2	1.4	-2.5	-0.3	27.2	-1.4	41.3
Cc1cccc(NC(=O)c2ccc3c(c2)C(=O)N(c2ccccc2C)C3=O)n1	-4.8	-2.9	25.1	0.2	-1.6	-7.7	2.3	27.7	-10.2	-25.1
O=C(CNC1CCCCCC1)Nc1ccc(S(=O)(=O)NC2CC2)cc1	-9.0	-2.9	3.0	0.8	-0.9	3.8	-2.7	11.7	-15.4	-3.0

# Grouped by structure: the entries above with a cyano group.
Compound	PvdQ acylase	Keap1 Nrf2 FP	SR-BI HDL uptake	DAGLB inh	C-LANA FP	PKA-R2B activ	NSD2 inh	Arrestin-AP2 inh	RTF Ca sens inh	SR-BI uptake up
Cc1ccc(S(=O)(=O)C(C#N)c2nc3ccccc3nc2N2CCN(C)CC2)cc1C (configuration not stated)	9.7	-5.6	-2.9	-1.4	-1.6	1.2	x	15.1	-5.5	2.9
N#CNC(=Nc1ccc(F)cc1)SCc1ccccc1	6.1	-3.9	-7.2	0.1	-1.0	-9.4	15.3	19.5	10.5	7.2
